# Efflux pump mplx: antifungal efflux pump inhibition, Nile Red retention. S. cerevisiae Candida pump triplex. inhibition, % at 10 µM. hit rate 0.44% among 330,000;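 active = plate passing quality check with inhibition over a set limit, or well fluorescence over plate mean plus 4 SD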;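 note: Nile Red retained in pooled yeast measured as flow cytometry median fluorescence; 0% = buffer negative control and 100% = Enniatin B positive control; higher means more Nile Red kept so more efflux inhibition; some compounds called inactive have numbers as strong as hits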
# LAP4-GFP MLPCN: yeast TOR pathway LAP4-GFP modulation; S. cerevisiae LAP4-GFP multiplex, flow cytometry GFP, 3 h; median GFP as percent of DMSO wells; GFP response vs DMSO, % at 10 µM; AID 2023; hit rate 0.34% among 320,000;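 active = GFP response vs DMSO above a set limit, about the screen mean plus 3 SD, cut at about 150% in these data; inconclusive = under 70 cell events counted for the yeast strain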
# AHR activator: activates the human aryl hydrocarbon receptor | hit rate 2.5% among 320,000 | activation, % at 5 µM | P35869 | AHR-responsive luciferase reporter cells, luminescence; in the data active = activation above about 47%;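 note: 0% = vehicle wells and 100% = reference agonist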
# Target sequence (P35869 whole entry, looked up): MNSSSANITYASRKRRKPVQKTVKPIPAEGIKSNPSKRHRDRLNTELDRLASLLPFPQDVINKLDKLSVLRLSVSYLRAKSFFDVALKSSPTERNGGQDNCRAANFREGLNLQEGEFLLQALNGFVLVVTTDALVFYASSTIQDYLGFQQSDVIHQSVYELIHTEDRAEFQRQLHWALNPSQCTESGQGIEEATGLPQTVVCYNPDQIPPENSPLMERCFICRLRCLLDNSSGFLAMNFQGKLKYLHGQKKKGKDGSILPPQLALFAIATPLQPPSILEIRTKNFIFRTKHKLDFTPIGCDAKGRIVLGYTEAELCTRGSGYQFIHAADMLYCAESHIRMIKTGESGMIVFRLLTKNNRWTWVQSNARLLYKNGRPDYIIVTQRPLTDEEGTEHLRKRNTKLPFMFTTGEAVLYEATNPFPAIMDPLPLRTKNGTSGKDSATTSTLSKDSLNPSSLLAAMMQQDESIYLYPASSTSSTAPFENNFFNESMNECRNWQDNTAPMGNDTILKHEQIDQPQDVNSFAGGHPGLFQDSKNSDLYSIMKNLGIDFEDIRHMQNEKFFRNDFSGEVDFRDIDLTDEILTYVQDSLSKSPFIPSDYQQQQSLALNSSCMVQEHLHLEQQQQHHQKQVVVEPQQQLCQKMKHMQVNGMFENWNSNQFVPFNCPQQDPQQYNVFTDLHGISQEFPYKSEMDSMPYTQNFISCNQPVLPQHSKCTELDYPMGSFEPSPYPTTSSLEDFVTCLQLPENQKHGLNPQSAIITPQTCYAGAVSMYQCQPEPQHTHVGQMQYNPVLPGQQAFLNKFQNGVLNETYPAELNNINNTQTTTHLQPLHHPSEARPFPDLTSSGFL
# CIT2 TOR yeast: yeast TOR pathway CIT2-GFP modulation | S. cerevisiae CIT2-GFP strain, flow cytometry, 3 h; 100 means same as DMSO wells | GFP response vs DMSO, % at 10 µM | hit rate 0.065% among 320,000 | AID 2029;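 active = GFP response relative to DMSO above a set limit, near the screen mean plus 3 SD, cut at about 150% in these data; inconclusive = Fewer than 70 cells measured for a yeast strain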;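 note: ratio of well median GFP fluorescence to mean of DMSO wells on the plate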
# Yeast superoxide: yeast age-related superoxide inhibition as caloric restriction mimetic; hit rate 0.18% among 330,000; S. cerevisiae aged cells, superoxide DHE fluorescence; stronger effect = lower value; AID 2690; superoxide response (% of plate mean), % at 10 µM;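 active = superoxide response under a set limit, about three screen SD below normal, cut at about 65% in these data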;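 note: yeast aged for seven days with compound at 30 °C before DHE staining; 100% = average MFI of all compound-treated wells on the plate with controls excluded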
# MEP2 TOR yeast: modulators of TOR pathway MEP2-GFP in S. cerevisiae | hit rate 0.51% among 330,000 | GFP response vs DMSO, % at 10 µM | AID 2016 | S. cerevisiae MEP2-GFP strain, flow cytometry GFP, 3 h; 100% = DMSO control level;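 active = GFP response versus DMSO above a set limit, roughly screen mean plus 3 SD, cut at about 180% in these data; inconclusive = fewer than 70 cells counted for a yeast strain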;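 note: median GFP fluorescence of the barcode-gated MEP2-GFP cells per well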
# AGP1 TOR yeast: alters AGP1-GFP fluorescence in TOR pathway yeast screen; S. cerevisiae AGP1-GFP multiplex flow cytometry, 3 h; GFP as percent of DMSO wells; GFP response vs DMSO, % at 10 µM; hit rate 0.02% among 320,000; AID 2066;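 active = GFP response relative to DMSO above a set limit, near screen average plus 3 SD, cut at about 150% in these data; inconclusive = fewer than 70 cells counted for the yeast strain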;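 note: median GFP channel fluorescence of the gated AGP1 strain per well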
# RPL19A-GFP yeast: yeast TOR pathway RPL19A-GFP modulation; S. cerevisiae RPL19A-GFP strain, flow cytometry, 3 h; stronger effect = lower value; percent response vs DMSO, % at 10 µM; hit rate 0.3% among 330,000;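 active = percent response vs DMSO below 50%; inconclusive = fewer than 70 events counted for the yeast strain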;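 note: median channel GFP fluorescence of the barcoded RPL19A-GFP strain; ratio of sample median GFP to plate DMSO average so 100% = DMSO; lower means less RPL19A-GFP as with rapamycin TOR inhibition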
# An asterisk follows results filed as active; u = inconclusive; x = no result given; [ ] = remark or other dose.
SMILES,Efflux pump mplx,LAP4-GFP MLPCN,AHR activator,CIT2 TOR yeast,Yeast superoxide,MEP2 TOR yeast,AGP1 TOR yeast,RPL19A-GFP yeast
Cc1cccc(CSc2nc3ccncc3n2CC(=O)Nc2cc(C)cc(C)c2)c1,-0.1,104,8,95,93,100,98,98
Cc1ccc(/C=N/n2c(-c3ccco3)n[nH]c2=S)cc1,-0.1,111,5,96,96,102,91,98
COCCNc1ncnc2c1nc1n2CCCC1,-0.1,93,x,97,102,110,95,106
CCCCn1c(N)c(N(Cc2ccccc2OC)C(=O)c2sccc2C)c(=O)[nH]c1=O,0.5,99,-1,80,105,97,103,92
O=C(N/N=C/c1ccncc1)c1cc2ccccc2o1,-0.2,98,31,111,115,112,109,113
O=C1C=C(O)c2c(O)cccc2C1=O,-0.3,106,1,95,129,109,102,100
N#C/C(=C/c1cccc([N+](=O)[O-])c1)c1nnc2n1CCCCC2,0.1,93,2,96,104,95,96,102
c1ccc(-c2cccc(-c3ccccn3)n2)nc1,0.0,319*,-7,128,63*,112,78,89
CCCCOc1ccc(C)cc1CN(CCO)CCO,0.0,99,-1,99,106,107,106,99
COc1cc(OC)cc(-n2nc(C(=O)N3CC(C)CC(C)C3)c3ccccc3c2=O)c1 (stereo not drawn),0.0,94,2,96,99,98,93,93
COc1cc(NC(=O)NCc2ccncc2)cc(OC)c1OC,0.1,99,4,95,109,99,94,94
Cc1nc(-c2ccccc2)sc1C(=O)CSc1ccccc1,0.1,104,3,104,105,110,81,95
Cn1c(C(=O)NCCN2CCCCCC2)cc2c(=O)n(C)c3ccccc3c21,-0.1,99,13,106,97,106,103,99
Cc1ccc(NS(=O)(=O)c2ccc(Cl)c(C(=O)Nc3ccccc3-c3nc4ccccc4[nH]3)c2)cc1C,-0.8,92,18,105,103,100,103,111
O=C(CN1C2=NCCN2c2ccccc21)c1cccs1,0.0,102,3,98,85,96,99,101
Cc1nc([N+](=O)[O-])c(C(=O)OCc2ccc(C#N)cc2)n1C,-0.1,97,1,103,102,101,95,101
O=C(C[C@@H]1C/C=C\C[C@H](NC(=O)OCC2c3ccccc3-c3ccccc32)C(=O)OC[C@@H]2CCCN2C1=O)N[C@@H](CO)Cc1ccccc1,0.1,90,0,91,122,101,97,95
CCc1ccccc1Nc1nc(N)nc(COC(=O)c2c(C)noc2C)n1,0.3,95,3,106,110,99,99,99
COC(=O)c1ccc(CNC(=O)Cn2nnnc2CN(C)C(C)C)cc1,0.2,90,56*,98,91,104,94,100
O=c1cnnc(Nc2ccc(F)cc2)[nH]1,-0.2,103,9,125,97,104,99,97
Cc1cc(C(=O)N/N=C/c2cc(Br)ccc2OC(=O)c2ccc(Br)cc2)n[nH]1,0.1,100,50*,90,96,94,100,99
CN(C)S(=O)(=O)c1ccc(Cl)c(C(=O)OCC(=O)NC(=O)c2cccn2C)c1,-0.1,94,7,112,105,105,107,106
CCN(CC)CCN(Cc1cc2cc3c(cc2[nH]c1=O)OCCO3)C(=O)NC1CCCCC1,0.0,98,6,106,92,105,92,97
CCn1c(=O)c(C(=O)NCc2ccccc2)c(O)c2ccccc21,0.2,90,7,106,87,104,102,100
CN(C)S(=O)(=O)N1CCC(Oc2ccc(C(=O)NC3CCOC(C)(C)C3)cc2)CC1 (stereo not drawn),0.0,96,-2,97,100,114,97,99
COC(=O)c1ccccc1N(Cc1ccccc1)S(C)(=O)=O,0.0,96,2,94,99,98,98,98
CN(C)c1ccc(/C=C2/NC(=O)NC2=O)cc1,0.0,80,108*,91,94,93,88,92
Clc1ccc(Cn2ncc3c(NCc4ccco4)ncnc32)c(Cl)c1,0.1,126,5,68,101,101,103,93
O=C1c2ccccc2C(=O)N1CCCc1c[nH]c2ccc(Cl)cc12,-0.2,83,-10,89,91,100,91,103
O=C(NCc1cccs1)c1ccc([N+](=O)[O-])cc1Cl,0.0,84,5,97,96,90,96,96
NC(=O)COC(=O)CC(c1ccccc1)c1ccccc1,-0.1,87,-1,94,99,99,83,93
CCCCN(CCCC)CCNC(=O)CSCc1ccc(C)cc1,0.1,101,0,92,91,101,101,101
CCC(=O)Oc1ccc2ccccc2c1CNC(=O)c1ccccc1,-0.1,94,9,87,112,99,95,100
COc1ccccc1CNC(=O)CCC(=O)Nc1nnc(C)s1,0.1,105,5,107,113,119,105,106
COc1cc(CCC(=O)OCC(=O)Nc2c(F)cccc2F)cc(OC)c1OC,-0.2,77[may fluoresce red],-1,87[may fluoresce red],92,73[may fluoresce red],76[may fluoresce red],u
O=C(Nc1ccccc1N1CCN(C(=O)c2ccccc2)CC1)c1cccc(Cl)c1,0.2,100,7,72,99,90,101,98
O=C(CCc1cccc(Cl)c1)N1CCCC(Nc2ccccc2)C1 (stereo not drawn),-0.7,102,3,98,100,98,98,96
COC(=O)C1C2C=CC3(CN(c4cccc(C)c4)C(=O)C13)O2 (stereo not drawn),0.1,95,1,91,89,94,90,93
Cn1c(C(=O)NCC2CCCO2)cc2c(=O)n(C)c3ccccc3c21 (stereo not drawn),0.2,103,49*,92,104,95,99,96
O=P(O)(O)CCP(=O)(c1ccccc1)c1ccccc1,-0.1,96,2,103,86,93,95,93
Cc1cc(C)c(C(=O)CSc2nnc(C)c(=O)[nH]2)cc1C,-0.1,98,19,97,104,102,95,94
CCOC(=O)C1CCN(c2c([N+](=O)[O-])c(C(Cl)Cl)nn2-c2ccccc2)CC1,-0.1,104,-2,96,101,98,98,100
O=C(NCCc1csc(-c2cccnc2)n1)c1ccccc1,0.0,111,4,116,106,97,101,97
O=C(N1CCCCCC1)N1CCN(S(=O)(=O)c2cccc([N+](=O)[O-])c2)CC1,1.7,84,-11,98,109,98,94,104
COc1ccc(CCC(=O)NC2CCCc3ccccc32)cc1OC (stereo not drawn),0.3,71[may fluoresce violet],8,u,101,236*[may fluoresce violet],u,28*[may fluoresce violet]
CCc1ccc(OCC(=O)N(C)C2CCS(=O)(=O)C2)cc1 (stereo not drawn),0.0,96,1,101,89,100,101,98
C=CCN(C(=O)Cn1nnc2ccccc21)C(C(=O)NCCOC)c1ccc(OC)cc1OC (stereo not drawn),0.0,102,4,89,111,99,105,102
CC(=O)N1CCN(C(=O)CCc2nc3sc4c(c3c(=O)[nH]2)CCCC4)CC1,0.0,97,42,100,97,100,108,100
N#CCSc1ccccc1NC(=O)COC(=O)CCN1C(=O)C2CC=CCC2C1=O (stereo not drawn),0.2,100,6,94,161,96,98,99
O=C(CSc1nnc(CNC(=O)c2ccc(F)cc2)o1)NCc1ccccc1,-0.1,106,3,96,97,97,96,97

# Full records from above.
# Shown for O=C(CSc1nnc(CNC(=O)c2ccc(F)cc2)o1)NCc1ccccc1 : Efflux pump mplx = -0.1; LAP4-GFP MLPCN = 106; AHR activator = 3; CIT2 TOR yeast = 96; Yeast superoxide = 97; MEP2 TOR yeast = 97; AGP1 TOR yeast = 96; RPL19A-GFP yeast = 97
# Shown for N#CCSc1ccccc1NC(=O)COC(=O)CCN1C(=O)C2CC=CCC2C1=O (stereo not drawn) : Efflux pump mplx = 0.2; LAP4-GFP MLPCN = 100; AHR activator = 6; CIT2 TOR yeast = 94; Yeast superoxide = 161; MEP2 TOR yeast = 96; AGP1 TOR yeast = 98; RPL19A-GFP yeast = 99

# Other results.
SMILES,Efflux pump mplx,LAP4-GFP MLPCN,AHR activator,CIT2 TOR yeast,Yeast superoxide,MEP2 TOR yeast,AGP1 TOR yeast,RPL19A-GFP yeast
Cc1ccccc1C(=O)NC1CCCN(Cc2ccccc2F)C1 (stereo not drawn),-0.1,92[may fluoresce violet],0,u,109,108[may fluoresce violet],68[may fluoresce violet],95[may fluoresce violet]
Cn1c(CCc2ccccc2)n[nH]c1=S,0.1,93,0,95,110,107,102,109
Cc1ccc(C(=O)N2CC(=O)Nc3ccc(F)cc3C2c2ccccc2)cc1 (stereo not drawn),-0.4,95,-1,97,109,101,95,103
CCOc1ccc(C2C(C(=O)c3ccco3)=C(O)C(=O)N2Cc2cccnc2)cc1OC (stereo not drawn),-0.1,94,0,96,102,96,93,88
CCOC(=O)c1ccc(NC(=O)Nc2ccc(OC)c(OC)c2)cc1,0.0,101,6,97,102,96,95,96
Cc1ccccc1CN1CCNC(=O)C1CC(=O)NCCC1=CCCCC1 (stereo not drawn),-0.1,98,-2,x,110,94,101,98
Cc1ccc(NC(=O)c2cc(C)n(-c3cccc(C)c3)c2C)cc1,-0.1,101,-8,91,91,100,87,100
COCCNC(=O)CN(Cc1ccc(Cl)cc1)S(C)(=O)=O,-0.1,95,2,97,99,98,96,95
CCCN1CCN(CC(=O)Nc2nnc(C)s2)CC1,0.1,100,-2,100,109,105,93,102
CS(=O)(=O)N1CCC(C(=O)NCCc2ccccc2)CC1,0.0,98,6,104,118,97,98,98
COc1ccc(N/C=C/C(=O)c2ccc(Cl)cc2)cc1,15*,93,-2,91,101,90,92,95
OCCN1CCN(c2ncnc3scc(-c4ccc(F)cc4)c23)CC1,-0.1,99,x,100,94,108,102,98
CCCCNC(=O)C(=O)N/N=C/c1ccc(C(=O)OC)cc1,-0.2,109,2,92,89,94,94,94
Cn1c(SCc2ccc3c(c2)OCO3)nnc1-c1ccccc1,-0.1,100,3,92,96,99,97,98
Cc1ccccc1S(=O)(=O)Cc1ccc(C(=O)NC2CCC(C)CC2)o1 (stereo not drawn),-0.1,93,1,107,97,99,101,98
O=C(COc1coc(CN2CCN(c3ccc(F)cc3)CC2)cc1=O)NC1CCCC1,-0.1,95,2,99,96,91,94,93
Cc1ccc(SCC(=O)OCC(=O)NCc2cccs2)cc1,0.0,92,1,86,103,91,94,89
O=C(COC(=O)/C=C/c1ccccc1Cl)NCc1ccccc1,-0.1,80,-1,92,93,100,88,105
Cc1cccc(C(=O)NCCCNC(=O)c2cccc(C)c2)c1,-0.1,79,x,90,96,94,87,94
CCCCOC(=O)c1ccc(NC(=O)C(=O)NCCN(C)C)cc1,0.0,107,1,94,89,107,102,97
CCc1c(C)nc2ncnn2c1N1CCC(C(=O)NCc2ccc3c(c2)OCO3)CC1,0.0,102,-1,100,118,102,99,101
Cc1cc(Cl)ccc1NC(=S)N1CCC(C(N)=O)(N2CCCCC2)CC1,0.2,83,4,89,109,91,91,100
CN(CC(=O)O)S(=O)(=O)c1ccc2c(c1)NC(=O)CC(=O)N2,0.0,96,-2,99,92,99,94,97
COc1ccc(-c2ccc(-c3nnc(-c4cc(OC)ccc4OC)o3)cc2)cc1,0.0,94,0,92,87,108,98,99
N#CCCN(C(=O)COc1ccc(C#N)cc1)c1ccc(F)cc1,0.2,105,1,78,98,115,62,105
O=C(NC1CC1)C1CC(=O)N(c2ccccc2)C1 (stereo not drawn),0.2,99,-1,107,104,105,101,103
COc1cc(NC(=S)N2c3ccccc3CC2C)cc(OC)c1 (stereo not drawn),0.0,111,x,98,87,103,91,109
COc1cc2nc(C3CCC3)n(NC(=O)C3CCCC(OC)C3)c(=O)c2cc1OC (stereo not drawn),-0.2,98,2,102,97,107,102,98
CCOC(=O)C1=C(COC(=O)CCOc2ccc(OC)cc2)NC(=O)NC1C (stereo not drawn),0.1,91,0,101,75,95,93,96
CC(=O)OC1(C(F)(F)F)Oc2ccccc2NC1=O (stereo not drawn),-0.1,102,-3,97,90,109,105,102
CN(C)CCNC(=S)Nc1ccc(Br)cc1,0.2,95,2,112,108,92,99,104
Cc1nc2cc(C(=O)NCc3ccc4c(c3)OCO4)ccc2n1-c1ccc(Br)cc1,-0.1,93,-1,99,105,98,101,101
COc1ccc(C(=O)NC(=S)Nc2ccccc2N2CCOCC2)cc1[N+](=O)[O-],0.1,97,42,101,108,104,102,104
